TAAR1 agonist: human TAAR1 agonism. 0.99% of 360,000 active. Q96RJ0. CHO RD-HGA16 TAAR1, Fluo-8 calcium fluorescence; vehicle wells 0%, saturating PEA agonist 100%. activation, % at 3 µM;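 active means activation above the mean activation of all test compounds in the run plus 3 SD, cut at about 38% in these data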
Target sequence (Q96RJ0 whole entry, looked up): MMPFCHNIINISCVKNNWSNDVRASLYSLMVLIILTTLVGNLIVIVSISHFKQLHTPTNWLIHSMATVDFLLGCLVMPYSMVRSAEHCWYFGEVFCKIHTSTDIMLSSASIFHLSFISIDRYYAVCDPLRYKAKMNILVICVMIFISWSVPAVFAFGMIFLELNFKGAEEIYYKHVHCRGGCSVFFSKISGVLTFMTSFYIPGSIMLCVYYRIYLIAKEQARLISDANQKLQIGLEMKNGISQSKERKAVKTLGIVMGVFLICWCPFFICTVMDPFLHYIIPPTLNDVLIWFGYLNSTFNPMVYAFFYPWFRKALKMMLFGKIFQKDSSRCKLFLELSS
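Signal – calcium-sensitive Fluo-8 signal, excitation 470-495, emission 515-575 nm · System – RD-HGA16 (CHO) cells co-expressing Gα16 and hTAAR1 · Incubation – 17-24 h seeding, 75 min 37 °C dye, 30 min RT · Compound dosing – 3 µM single concentration · Repeats – no replicates (n 1)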
M1 antag: antagonists of human M1 muscarinic receptor | P11229 | CHO-K1 hM1, Fluo-8 calcium fluorescence, ACh EC80 antagonist | inhibition, % at 3 µM | 1.3% of 360,000 active | AID 588852;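 active means percent inhibition above its own plate's cutoff, namely the mean of that plate's compound wells plus 3 SD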;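 further: peak over basal fluorescence ratio during 140 s after agonist addition; 0% = ACh EC80 plus DMSO and 100% = DMSO alone without agonist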
Target sequence (P11229 whole entry, looked up): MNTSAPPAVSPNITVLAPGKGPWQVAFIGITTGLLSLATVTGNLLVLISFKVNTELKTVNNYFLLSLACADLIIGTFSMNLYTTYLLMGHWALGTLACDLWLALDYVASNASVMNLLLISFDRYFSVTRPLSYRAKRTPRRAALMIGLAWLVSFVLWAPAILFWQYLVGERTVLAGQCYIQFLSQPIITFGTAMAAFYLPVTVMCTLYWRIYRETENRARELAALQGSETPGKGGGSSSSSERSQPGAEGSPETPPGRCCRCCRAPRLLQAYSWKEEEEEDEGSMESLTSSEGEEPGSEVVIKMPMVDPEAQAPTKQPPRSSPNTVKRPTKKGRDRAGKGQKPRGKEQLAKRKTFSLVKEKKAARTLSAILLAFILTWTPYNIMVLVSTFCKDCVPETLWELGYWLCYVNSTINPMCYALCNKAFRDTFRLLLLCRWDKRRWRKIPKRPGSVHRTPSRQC
CHRM4 antagonist: antagonists of human muscarinic M4 receptor (CHRM4); CHO-hM4 cells, ACh EC80, Fluo-8 calcium fluorescence; AID 624125; P08173; inhibition, % at 3 µM; 0.73% of 360,000 active;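 active means inhibition above its plate's cutoff, the mean inhibition of sample wells plus 3 SD, cut at about 27% in these data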;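 further: 0% = acetylcholine EC80 with DMSO and 100% = DMSO without agonist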
CHRM5 PAM: positive allosteric modulators of human muscarinic M5 receptor; P08912; CHO-K1 hM5, Fluo-8 calcium, ACh EC20 PAM; 0% = ACh EC20, 100% = ACh EC100; activation, % at 3 µM; 0.3% of 360,000 active;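 active means activation above the run cutoff, the mean activation of all test compounds plus 3 SD, cut at about 18% in these data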
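Assay system: CHO-K1 hM5 cells / Incubation: Fluo-8 loading 80 min at 37 °C plus 30 min room temperature / Technique: Fluo-8 calcium dye fluorescence, kinetic read / Repeats: single replicate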
M1 PAM: potentiates human M1 receptor response to acetylcholine. P11229. CHO-K1 hM1, Fluo-8 calcium fluorescence, ACh EC20; 0% = ACh EC20, 100% = maximal ACh. activation, % at 3 µM. 0.088% of 360,000 active. AID 588819; in the data active means activation above about 19%, passing the limit was not always enough
M1 ag: human M1 muscarinic receptor agonism; CHO-K1 hM1, Fluo-8 calcium fluorescence, agonist mode; 0% DMSO, 100% acetylcholine EC100; activation, % at 3 µM; 0.33% of 360,000 active; AID 588814;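 active means activation above the run's mean compound activation plus 3 SD, cut at about 16% in these data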;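 further: peak over basal fluorescence ratio within a 140 s kinetic read after compound addition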
M4 ag: CHRM4 agonism in calcium assay. P08173. CHO-K1 hM4/Gqi5, Fluo-8 calcium fluorescence; vehicle 0%, full acetylcholine response 100%. activation, % at 3 µM. 0.14% of 360,000 active;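 active means activation above the run mean over all test wells plus 3 SD, cut at about 32% in these data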;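 further: peak over basal fluorescence ratio per well then scaled between controls; 0% = DMSO wells and 100% = acetylcholine at EC100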
CHRM5 agonist: CHRM5 agonism in calcium assay; P08912; CHO-K1 hM5 cells, Fluo-8 calcium fluorescence; 0% DMSO wells, 100% maximal acetylcholine response; activation, % at 3 µM; 0.19% of 360,000 active; AID 624037;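 active means activation above the run's mean over test compounds plus 3 SD, cut at about 23% in these data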;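 further: signal is peak over basal fluorescence ratio across the kinetic read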
CHRM5 antagonist: CHRM5 antagonism in calcium assay | P08912 | CHO-hM5 cells, Fluo-8 calcium fluorescence, ACh EC80 | inhibition, % at 3 µM | 0.59% of 360,000 active | AID 624040;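 active means inhibition above a per-plate cutoff, the mean of that plate's test compounds plus 3 SD, cut at about 27% in these data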;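 further: 0% = acetylcholine EC80 with DMSO and 100% = DMSO without agonist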
The depositor's hits bear a star; · = no result given. Some of the compounds tested, so the mix of outcomes need not match the whole.

SMILES	TAAR1 agonist	M1 antag	CHRM4 antagonist	CHRM5 PAM	M1 PAM	M1 ag	M4 ag	CHRM5 agonist	CHRM5 antagonist
COc1ccc(NC(=O)CNC(c2ccccc2)c2ccccc2)cc1Cl	1	-5	-5	-4	2	-6	-1	-3	8
CC(C)(C)c1csc(NC(=O)C2COc3ccccc3O2)n1 (centres undefined)	-1	8	0	-12	-6	-5	1	-8	16
N#C/C=C/C(=C\Nc1ccc(Cl)cc1)S(=O)(=O)c1ccccc1	-1	-5	-3	0	7	-4	1	-2	2
Cc1ccc(-c2nnc(NC(=O)c3ccco3)o2)c(C)c1	1	-7	6	-3	3	-2	-1	1	5
Cc1ccsc1/C=N\Nc1cn[nH]c(=O)c1Cl	74*	-7	0	-5	16	-9	1	-4	-5
CCC(=O)Nc1nnc(S(=O)(=O)N2CCCC2)s1	0	-12	-10	4	12	-4	1	2	-5
COc1cccc(OC)c1C(=O)Nc1ccc(C(=O)NCc2ccccc2)cc1	1	-6	19	-3	4	-2	1	-2	-6
CCOc1ccc(OCCN2C(=O)c3ccccc3C2=O)cc1	2	-6	-3	-1	6	-1	1	-5	-6
COC(=O)c1ccc(NC(=O)c2nc(S(=O)(=O)Cc3cccc(C)c3)ncc2Cl)cc1	-1	20	10	1	-4	-6	2	-3	10
CC1(C)CC(=O)C=C(c2ccccc2CO)C1=O	1	0	-6	-2	-2	-3	1	2	-3
O=C(O)CCSc1nc2ccccc2s1	4	-17	4	1	6	3	2	2	-4
COc1ccc(C)cc1S(=O)(=O)N1c2ccc(C)cc2C2CN(C)CCC21 (centres undefined)	2	-18	-1	7	15	-3	4	-2	-3
CCCCN1C(=O)/C(=C/C=C2\SCCN2C)SC1=S	71*	24	14	-9	-15	12	21	40*	21
CC(=O)N1CCN(CCN=CC2=C(O)CC(c3ccco3)CC2=O)CC1 (centres undefined)	17	-2	-1	2	10	0	1	-4	7
c1cnc(SCCOc2cccc3ccccc23)nc1	24	-8	0	-9	4	-3	1	-12	3
COC(=O)Cc1ccccc1NS(=O)(=O)c1ccc(C)cc1	0	·	9	0	·	·	2	-1	11
Cc1ccc(S(=O)(=O)N(C)c2ccccc2)cc1	0	-9	-6	-1	6	-6	-1	-10	-1
CCC1CCCCN1C(=O)N[C@@H](CCSC)C(=O)OC (some centres undefined)	9	-19	-5	5	13	-3	0	1	-3
COc1ccccc1NS(=O)(=O)c1cccc(NC(=O)Nc2cccc(Cl)c2)c1	20	19	47*	-19	-10	-3	18	5	59*
COc1nc(N)nc2nc[nH]c12	1	-36	5	13	7	-1	1	1	-13
CC1(c2ccccc2Cl)NC(=O)N(CC(=O)Nc2cccnc2Cl)C1=O (centres undefined)	1	14	1	-1	-1	1	2	2	2
Cc1nnc(SCC(=O)Nc2nccs2)s1	0	-8	-6	-3	8	-3	1	-1	15
CCc1nnc(NC(=O)CSc2nc3c(C)cccc3[nH]2)s1	3	-6	-6	-1	4	-7	2	3	-7
COc1ccc(C)cc1NC(=O)CN(C)S(=O)(=O)c1cc(C)ccc1OC	-3	-1	-2	2	3	-6	2	-3	2
COC(=O)CSc1nnc(-c2ccc(S(=O)(=O)N3CCC(C)CC3)cc2)o1	-1	-11	11	0	12	-2	0	0	-1
CC(C)CCN1CCN(C2CSCCSC2)CC1CCO (centres undefined)	4	15	1	-2	1	-7	0	-3	12
CC(NC(=O)c1ccc2c(=O)n3c(nc2c1)CCC3)c1ccc(S(N)(=O)=O)cc1 (centres undefined)	1	-7	1	9	10	-1	2	1	-3
CS(=O)(=O)N1N=C(c2ccccc2)CC1c1ccc2c(c1)OCO2 (centres undefined)	2	8	-2	-9	-2	-1	10	1	10
CN(C)c1nnc(-c2ccc(Cl)cc2)o1	2	-6	11	8	7	-5	1	0	-3
Nc1nc2c(ncn2[C@@H]2O[C@H](CNS(=O)(=O)N3CCc4ccccc4C3)[C@@H](O)[C@H]2O)c(=O)[nH]1	1	-5	3	1	-5	-2	0	1	14
O=S(=O)(Nc1cccc(S(=O)(=O)N2CCCCCC2)c1)c1ccc(F)cc1F	10	-1	-2	10	3	1	1	3	6
CCCN(CC1CC1)C(=S)Nc1ccccc1F	-1	-11	-4	4	10	-4	1	1	3
Cc1cc(Br)c2nc3c(c(C(=O)O)c2c1)CCCCC3	-2	-6	-5	-3	3	2	0	3	5
COc1ccc(NC(=O)C2=C(C)NC(=S)NC2c2ccc(O)c(OC)c2)cc1 (centres undefined)	-1	1	-1	7	11	-8	1	2	-4
CNC(=S)N(CCc1c(C)[nH]c2ccccc12)Cc1cc(OC)c(OC)c(OC)c1	4	-3	-15	-2	3	0	6	5	0
O=C(CN1C(=O)NC2(CCCCCC2)C1=O)Nc1ccc(S(=O)(=O)N2CCOCC2)cc1	3	-6	-10	-2	4	-5	0	-3	-5
Cc1ccc(NC(=O)CCn2cc(C(F)(F)F)ccc2=O)cc1	2	-4	-19	3	8	-4	1	-1	-5
CN(C)CCC(=O)c1ccc2c(c1)OCO2	4	-9	15	1	10	-4	1	-5	-2
CCOc1ccc2nc(Cl)c(C3CC(c4ccccc4)=NN3C(=O)c3cccs3)cc2c1 (centres undefined)	2	-13	-2	2	6	-5	1	-1	-1
O=C1CC(NS(=O)(=O)c2cccnc2)CN1c1ccccc1 (centres undefined)	3	0	-26	-2	5	-3	2	-5	-5

Another view of 7 compounds above.
The line under a structure holds: TAAR1 agonist | M1 antag | CHRM4 antagonist | CHRM5 PAM | M1 PAM | M1 ag | M4 ag | CHRM5 agonist | CHRM5 antagonist
Cc1nnc(SCC(=O)Nc2nccs2)s1
  0 | -8 | -6 | -3 | 8 | -3 | 1 | -1 | 15
CCc1nnc(NC(=O)CSc2nc3c(C)cccc3[nH]2)s1
  3 | -6 | -6 | -1 | 4 | -7 | 2 | 3 | -7
COc1ccc(C)cc1NC(=O)CN(C)S(=O)(=O)c1cc(C)ccc1OC
  -3 | -1 | -2 | 2 | 3 | -6 | 2 | -3 | 2
COC(=O)CSc1nnc(-c2ccc(S(=O)(=O)N3CCC(C)CC3)cc2)o1
  -1 | -11 | 11 | 0 | 12 | -2 | 0 | 0 | -1
CC(C)CCN1CCN(C2CSCCSC2)CC1CCO (centres undefined)
  4 | 15 | 1 | -2 | 1 | -7 | 0 | -3 | 12
CC(NC(=O)c1ccc2c(=O)n3c(nc2c1)CCC3)c1ccc(S(N)(=O)=O)cc1 (centres undefined)
  1 | -7 | 1 | 9 | 10 | -1 | 2 | 1 | -3
CS(=O)(=O)N1N=C(c2ccccc2)CC1c1ccc2c(c1)OCO2 (centres undefined)
  2 | 8 | -2 | -9 | -2 | -1 | 10 | 1 | 10

(list continues)
SMILES	TAAR1 agonist	M1 antag	CHRM4 antagonist	CHRM5 PAM	M1 PAM	M1 ag	M4 ag	CHRM5 agonist	CHRM5 antagonist
COC(=O)c1cc(NS(=O)(=O)c2ccc(NC(C)=O)cc2)cc(C(=O)OC)c1	7	-6	-7	11	5	-2	0	-4	-13
COc1ccc(NC(=O)c2cc(S(=O)(=O)N3CCCCC3)c[nH]2)cc1	1	-7	-17	-7	1	-1	3	1	-2
O=C(COC(=O)c1ccccn1)NC(=O)c1ccccc1	6	-11	-1	5	11	-2	1	0	-2
CCOc1ccc2nc(NC(=S)N(C)C)sc2c1	5	-1	-3	-1	7	-4	1	-4	-3
CN(C(=O)c1cccc(NC(=O)Cc2ccc(NC(=O)C3CCCN(C(=O)c4ccccc4)C3)cc2)c1)C1CCCC1 (centres undefined)	3	-3	-3	3	10	-1	0	-2	-1
CC(=O)N1CCc2cc(S(=O)(=O)CCC(=O)N3CCN(c4ccccc4)CC3)ccc21	4	-18	8	2	14	-2	2	-5	4
O=C(C1=C(O)C(=O)N(Cc2ccco2)C1c1cccnc1)c1cc2ccccc2o1 (centres undefined)	4	-8	6	-7	6	-1	0	3	5
O=c1sc(/C=N/Nc2ccccc2)c(Cl)n1Cc1ccccc1	8	-4	12	-5	6	-9	-1	0	6
CCCCNS(=O)(=O)c1cccc(S(=O)(=O)N2CCCC2)c1	9	-41	7	-4	8	1	1	-4	6
COc1cc(/C=C(/C#N)c2ccc(F)cc2)ccc1Oc1ccc([N+](=O)[O-])cn1	0	29	15	-21	-22	-7	8	-4	35*
Cc1cccc(CS(=O)(=O)Cc2ccc(C(=O)NCc3cccnc3)o2)c1	15	1	-6	-2	1	-4	4	2	-7
O=C(CCN1C(=O)S/C(=C\c2ccc(Cl)cc2)C1=O)Nc1ccc(C(=O)O)cc1	6	-10	-3	0	9	-2	1	-4	14
CCc1nc2c(OCc3ccc(C(F)(F)F)cc3)cccn2c1N(C)C(=O)c1ccco1	2	-6	-16	-2	0	-9	0	-4	3
O=C(Nc1ccc2c(c1)CCC2)c1ccc(Br)o1	3	-31	-14	4	10	-7	-2	-9	1
CCOC(=O)CSc1nc(N(C)C)nc(N(C)C#N)n1	9	-31	1	1	2	0	0	-1	5
COc1cccc(CNS(=O)(=O)c2ccccc2Br)c1OC	1	-8	0	-1	1	-2	2	1	-4
COC(=O)c1cccc(N2C(=O)c3cccnc3C2=O)c1	8	-7	6	-7	5	-1	1	-1	3
COc1ccc(OC)c(-n2c(-c3cc(-c4ccccc4)n[nH]3)n[nH]c2=S)c1	-1	-13	-4	-1	7	-6	0	-3	5
O=[N+]([O-])c1ccccc1OCCNCc1ccccc1	2	7	4	10	4	-6	1	0	5
COc1ccc(CN(C)C(C)C(=O)N(C)CC(=O)Nc2ccc(C)cc2)cc1F (centres undefined)	3	3	-3	-7	-1	-7	1	-1	9
COC(=O)c1ccc(NC(=O)C2CC2)o1	9	-41	-3	3	8	2	0	0	3
Nc1cccc2nsnc12	5	27	17	-19	-10	0	21	4	13
COc1cccc(OC)c1C(=O)N1CC(C)OC(C)C1 (centres undefined)	22	1	8	4	6	-1	0	2	-7
O=C(CC(=O)c1ccccc1)Nc1ccc2c(c1)OCCO2	4	-16	-8	2	7	-4	2	-2	-4
Cc1ccc(C(=O)N2CCN(S(=O)(=O)c3sc(C(=O)O)c(C)c3C(=O)O)CC2)s1	16	-5	2	11	5	-3	2	0	0
O=C(CCNS(=O)(=O)c1ccccc1C(F)(F)F)N1CCCCCCC1	5	-8	-6	0	9	-5	3	0	4
CCN(CC)S(=O)(=O)c1cccc(NC(=O)c2ccc(SC)cc2OC)c1	5	14	0	-6	-9	-5	8	-1	10
COc1ccc(N(CC(=O)NC2CCCCC2)C(=O)c2snc(C(N)=O)c2N)cc1	2	-11	-7	3	15	11	0	-2	7
CCCCc1nc2sc3c(SCC(=O)NCc4ccco4)ncnc3c2c2c1CCC2	-2	-16	8	2	5	-1	0	2	-7
CCCCN(C(=O)c1ccc(C)c(S(=O)(=O)N2CCOCC2)c1)c1c(N)n(CCCC)c(=O)[nH]c1=O	3	17	-2	-28	-18	-8	1	-7	4
CNC(=O)C(=O)NCCCN1CCOCC1	12	-6	-9	0	6	-4	0	2	6
Clc1ccc(Cc2nc(-c3cccnc3)no2)cc1	0	-9	16	-2	10	-2	-1	0	8
CCOc1ccc(N2C(=O)c3cccnc3C2Nc2ccc(C)c(C)c2)cc1 (centres undefined)	-2	10	10	-1	0	-1	0	-3	-1
COC(=O)c1ccc(S(=O)(=O)N2CCc3ccccc3C2)cc1	3	8	7	4	9	-3	2	1	-1
